# Screening results from PubChem BioAssay.
# OXTR potentiator: human OXTR potentiators, primary screen, fluorescence, CHO-OTR cells, Fluo-8 calcium; actives 0.061% (n = 320,000); AID 2445, 2010; Fluo-8 calcium fluorescence, potentiator mode; 0% = oxytocin EC15, 100% = EC100; Oxytocin receptor (Homo sapiens), P30559; activation, % at 3 µM;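 active = activation above that plate's cutoff, the mean activation of tested compounds plus 3 SD, cut at about 6.6% in these data, passing the limit was not always enough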;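 also: 100% uses oxytocin at 75 nM as the full agonist control; some results filed as inactive read as strong as hits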
# Target sequence (P30559 whole entry, looked up): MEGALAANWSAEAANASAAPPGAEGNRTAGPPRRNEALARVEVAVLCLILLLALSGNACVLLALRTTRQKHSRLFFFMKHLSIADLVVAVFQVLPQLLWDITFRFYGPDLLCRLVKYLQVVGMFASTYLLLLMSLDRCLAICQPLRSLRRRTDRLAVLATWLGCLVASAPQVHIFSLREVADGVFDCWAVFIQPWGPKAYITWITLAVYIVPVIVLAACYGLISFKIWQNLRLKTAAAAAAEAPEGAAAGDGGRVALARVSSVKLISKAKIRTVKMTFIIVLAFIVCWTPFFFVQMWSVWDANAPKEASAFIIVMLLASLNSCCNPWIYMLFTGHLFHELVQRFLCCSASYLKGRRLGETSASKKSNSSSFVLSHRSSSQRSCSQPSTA
#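 Measured by – Fluo-8 calcium dye fluorescence · Test system – human OTR in CHO cells · Dosing – one concentration, 3.0 µM compound · Controls – EC15 oxytocin alone as 0%, 75 nM oxytocin as 100% · Evaluation – normalized max/min fluorescence ratio, % activation · Timing – 6 min pre-incubation, 100 s read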
# CHO parental Ca: ATP-evoked calcium signal inhibitors, parental CHO, primary screen, counter-screen for OX1R antagonist project, cell-based, fluorescence, Fluo-8 calcium dye | actives 0.63% (n = 330,000) | AID 463079, 2010 | parental CHO-K1, ATP-induced calcium, Fluo-8 fluorescence | inhibition, % at 5.6 µM;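 active = inhibition above that plate's mean sample inhibition plus 3 SD, cut at about 26% in these data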;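 also: 0% = ATP-challenged DMSO wells and 100% = DMSO wells without ATP; some compounds past the cut are filed as inactive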
#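 Assay system: parental CHO cells; Read-out basis: percent inhibition of ATP-evoked calcium rise, normalized to controls; Benchmarks: ATP and no-ATP DMSO wells; Compound dosing: single nominal dose of 5.6 µM per compound; Signal: Fluo-8 calcium dye fluorescence; Also added: ATP as calcium-mobilizing challenge; Repeats: singlicate.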
# TAAR1 ag: human TAAR1 agonists, primary screen, Fluo-8 calcium fluorescence, CHO RD-HGA16 cells | actives 0.99% (n = 360,000) | vehicle wells 0%, saturating PEA agonist 100% | activation, % at 3 µM | Trace amine-associated receptor 1 (Homo sapiens), Q96RJ0;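 active = activation above the mean activation of all test compounds in the run plus 3 SD, cut at about 38% in these data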
#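 Test system: RD-HGA16 (CHO) cells co-expressing Gα16 and hTAAR1 | Doses: Single dose, 3 µM | Schedule: 17-24 h seeding, 75 min 37 °C dye, 30 min RT | Evaluation: % activation from peak over basal fluorescence ratio, DMSO-to-PEA scaled | Technique: Kinetic Fluo-8 calcium fluorescence | Benchmarks: Low control DMSO, high control PEA (EC100)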
# CHO-K1 Ca antag: counter-screen for M1 antagonists: effect in parental CHO-K1 cells; ATP-induced calcium, Fluo-8 fluorescence; inhibition, % at 3 µM; actives 0.6% (n = 360,000);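 active = inhibition above a per-plate cutoff, the plate's mean sample inhibition plus 3 SD, cut at about 24% in these data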;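 also: 0% = DMSO plus EC80 ATP and 100% = DMSO alone without ATP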
# CHO-K1 Ca ag: counter-screen for M1 agonists: effect in parental CHO-K1 cells. Fluo-8 calcium fluorescence; scaled to maximal ATP response, vehicle zero. activation, % at 3 µM. actives 0.48% (n = 360,000); in the data active = activation above about 15%;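 also: untransfected CHO-K1 host cells lacking M1 receptor as counterscreen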
# V1R ag counter: agonists of human V1a receptor, primary screen, counter-screen for OXTR agonist project, fluorescence, CHO-V1R cells. Fluo-8 calcium fluorescence, agonist mode; 0% DMSO, 100% 3 nM vasopressin. activation, % at 3 µM. actives 0.25% (n = 320,000);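 active = activation above the mean activation of all tested compounds plus 3 SD, per screening run, cut at about 20% in these data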;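 also: signal is peak over basal fluorescence ratio across a 100 second FLIPR read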
# Target sequence (P37288 whole entry, looked up): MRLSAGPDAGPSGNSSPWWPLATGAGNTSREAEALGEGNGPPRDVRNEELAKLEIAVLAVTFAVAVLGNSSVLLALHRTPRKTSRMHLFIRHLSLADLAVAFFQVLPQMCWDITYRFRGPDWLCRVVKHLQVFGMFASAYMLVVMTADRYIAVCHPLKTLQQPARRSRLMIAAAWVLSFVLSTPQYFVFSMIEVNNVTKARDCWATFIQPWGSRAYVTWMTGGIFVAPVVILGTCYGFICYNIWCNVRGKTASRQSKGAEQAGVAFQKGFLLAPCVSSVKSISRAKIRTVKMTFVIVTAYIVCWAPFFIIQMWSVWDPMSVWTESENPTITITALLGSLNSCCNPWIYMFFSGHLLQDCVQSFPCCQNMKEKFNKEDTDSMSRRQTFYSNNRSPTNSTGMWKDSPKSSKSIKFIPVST
# CHRM1 agonist: human M1 muscarinic receptor agonists, primary screen, Fluo-8 calcium fluorescence, CHO-K1 cells, HTS; Muscarinic acetylcholine receptor M1 (Homo sapiens), P11229; CHO-K1 hM1, agonist mode; 0% DMSO, 100% acetylcholine EC100; actives 0.33% (n = 360,000); activation, % at 3 µM;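 active = activation above the run's mean compound activation plus 3 SD, cut at about 16% in these data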;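 also: peak over basal fluorescence ratio within a 140 s kinetic read after compound addition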
# M1 PAM parental: nonselective calcium activators in parental CHO-K1 cells, primary screen, counter-screen for M1 PAM project, cell-based, Fluo-8 calcium fluorescence, full deck, 1536-well | activation, % at 3 µM | ATP EC20; 0% at ATP EC20, 100% at ATP max | actives 0.02% (n = 360,000);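 active = activation above the run cutoff, the mean activation of all test compounds plus 3 SD, cut at about 40% in these data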;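 also: peak over basal fluorescence ratio in a 140 s read after ATP addition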
# TAAR1 antagonist: human TAAR1 antagonists, primary screen, Fluo-8 calcium fluorescence, CHO RD-HGA16 cells; Trace amine-associated receptor 1 (Homo sapiens), Q96RJ0; antagonist; inhibition, % at 3 µM; actives 1.5% (n = 360,000);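 active = inhibition above a per-plate cutoff, the mean inhibition of test compounds on that plate plus 3 SD, cut at about 49% in these data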;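 also: 0% = DMSO plus EC80 beta-PEA response and 100% = DMSO alone without agonist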
#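 Material: RD-HGA16 CHO cells with stable hTAAR1 and Gα16; Dosing: single nominal final test compound concentration of 3 µM; Schedule: seeding 17-24 h prior, 75-min 37 °C, 30-min RT dye loading; Detection: kinetic Fluo-8 calcium fluorescence measurement; Measure: % inhibition from peak post-agonist over basal fluorescence ratio; Benchmarks: vehicle and agonist controls.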
# The depositor's hits bear a star; / = not tested or not shown.
SMILES,OXTR potentiator,CHO parental Ca,TAAR1 ag,CHO-K1 Ca antag,CHO-K1 Ca ag,V1R ag counter,CHRM1 agonist,M1 PAM parental,TAAR1 antagonist
OC(COc1ccc(OCC(O)CN2CCCCCC2)cc1)CN1CCCCCC1 (configuration not stated),1,3,/,-6,0.4,0.4,-8,13,/
Cc1ccc(C)c(SCC(=O)Nc2nnc(-c3ccccc3)o2)c1,-8,10,20,-12,0.6,1.0,-2,10,-12
CCCS(=O)(=O)N1CCCC(C(=O)Oc2ccc(C)c(C)c2)C1 (configuration not stated),-4,-9,-1,7,0.4,-0.5,-2,28,-8
CN(CC(=O)Nc1ccccc1Cl)C(=O)c1ccc(N2CCCCCC2)c([N+](=O)[O-])c1,-5,-22,-1,-9,2.2,0.4,-5,-9,3
CCO[C@@H]1OC(C(=O)NC2CC2)=C[C@H](c2ccc3c(c2)OCO3)[C@H]1CCCO,2,-8,16,-18,0.6,0.5,-3,18,-10
CN(Cc1ccccc1)C(=O)c1cccc(C(=O)N(C)Cc2ccccc2)c1,-8,-17,3,0,11,2.0,-7,-7,-5
O=C(Nc1nnc(C2=COCCO2)o1)c1ccc(Br)cc1,-10,2,1,14,7.2,-0.6,-3,-1,-19
Cc1cc2nc(C3CCN(Cc4nnnn4Cc4ccccc4)CC3)[nH]c2cc1C,-1,-19,12,-28,0.7,-2.1,-15,17,-9
COc1ccc(NC(=S)NCCCN2CCCC2)cc1,4,-12,5,-15,0.5,0.7,-5,16,-20
Cc1ccc(SCC(=O)NC2CCS(=O)(=O)C2)cc1C (configuration not stated),-10,-10,4,-16,-0.6,-0.5,0,13,-23
COCC(C)NC(=O)C1CC(=O)N(CCc2ccc(F)cc2)C1 (configuration not stated),/,/,1,-8,0.6,/,-2,16,-24
O=C(OCC(=O)c1ccc(Cl)cc1Cl)c1ccc2c(c1)C(=O)N(c1cccc3ncccc13)C2=O,1,-9,5,11,-0.1,0.1,-3,-7,2
O=C(Cn1nnc(-c2ccccc2)n1)N/N=C/c1cccc([N+](=O)[O-])c1O,-8,3,15,-5,0.1,0.6,-5,19,-9
O=C(N/N=C/c1ccccc1OCC(=O)N1CCCC1)C(=O)Nc1ccccc1F,3,-6,7,-15,4.1,0.3,-1,17,26
CC(C)=C(NC(=O)c1ccccc1)C(=O)N/N=C(\C)c1ccccc1O,-8,-2,3,12,-0.4,0.0,-4,-9,-9
Cc1noc(C)c1CSCC(=O)OCc1nnc(-c2ccc([N+](=O)[O-])cc2)o1,-10,-4,0,-21,6.5,5.4,-3,14,7
COc1cc(CC(=O)N2CCN(S(=O)(=O)c3ccc(C)cc3)CC2)cc(OC)c1OC,-1,-14,1,-22,0.9,-0.3,-1,16,-2
CCCc1cc(=O)[nH]c(SCC(=O)Nc2ccc(C)c(S(=O)(=O)N3CCCCC3)c2)n1,1,-5,-3,-2,-0.5,1.0,-5,3,-30
CC1=C/C(=C\C=C(C#N)C#N)N(C)c2ccccc21,-9,33*,20,4,27*,32*,22*,2,17
Cc1ccc(C2C(C(=O)O)c3ccccc3C(=O)N2C)c(C)c1 (configuration not stated),-6,-5,2,-7,-0.1,0.3,-3,18,18
CCC(=O)c1ccc(OCC(=O)OC(C)C(=O)N2CCc3ccccc32)cc1 (configuration not stated),-7,-33,2,1,0.5,1.4,-4,10,-11
O=C(NCc1ccc2c(c1)OCO2)NC12CC3CC(CC(C3)C1)C2,1,-13,4,-5,0.3,-1.3,-7,6,-28
O=C(C1CCN(CCCc2ccccc2)CC1)N(CCc1ccccc1)Cc1ccccc1,-6,-17,24,-9,0.4,3.5,-15,21,9
CCCNC(=O)C(=O)N/N=C/c1ccc(OCc2ccccc2)cc1,3,-10,9,6,-0.7,0.7,-5,3,-5
Fc1ccccc1NC(=S)N(CCN1CCCCC1)Cc1ccco1,-8,-23,0,-7,1.0,0.9,-8,14,-42
C=C1CC[C@@H]2[C@](C)(CO)[C@H](O)CC[C@@]2(C)[C@@H]1/C=C/C1=CCOC1=O,-1,-7,5,-5,1.3,5.3,-2,15,4
C[C@H](NC(=O)[C@@H]1CCCN1C(=O)[C@@H]1CCCN1C(=O)c1cccs1)c1ccccc1,/,/,2,-31,0.9,/,/,33,-12
C=CCn1c(SCC(=O)Nc2cc(C)on2)nc2sc(CC)cc2c1=O,5,-21,0,-3,-0.2,-1.3,-3,1,6
CC1c2[nH]c3ccccc3c2C[C@H]2C(=O)N(CCCO)CC(=O)N12 (some centres not stated),-5,9,4,-15,0.8,0.7,-3,-10,-5
COc1ccc([C@H]2N[C@]3(CCCN(Cc4ccc(F)cc4)C3=O)[C@H]3C(=O)N(Cc4ccccc4)C(=O)[C@@H]23)cc1,/,/,0,8,0.1,/,-4,-12,-11
Cc1nc2c(OCc3ccc(Cl)cc3)cccn2c1N(C)C(=O)CCC1CCCC1,/,/,0,-15,0.5,/,-8,21,18
O=C(CSc1ccccc1)N1CCCC(N2CCN(c3ccccc3)CC2)C1 (configuration not stated),-5,-27,-1,-13,0.9,4.1,-5,4,-2
COC(=O)c1ccc(OC)c(Cn2c(=O)n(C)c(=O)c3sccc32)c1,-8,-13,/,-13,0.2,-1.4,-3,19,/
Nc1nnc(SCC(=O)N2CCc3ccccc3C2)s1,5,-4,2,13,-0.4,0.6,-5,-10,0
CCCCOc1ccc(C(=O)Nc2ccc(N3CCN(C(=O)C(C)C)CC3)cc2)cc1,-15,-3,23,-2,4.0,2.1,0,16,39
COc1ccccc1NC(=O)Cc1noc(CSc2n[nH]c(N)n2)n1,-15,-1,9,-16,0.6,-0.6,-4,12,3
CC[C@]12c3[nH]c4ccc(OC)cc4c3CCN1C(=O)C(CC(=O)NCc1ccc(OC)c(OC)c1)C[C@@H]2C(=O)N1CCN(C(=O)C2CC2)CC1 (some centres not stated),/,-6,2,-8,-0.2,/,-5,13,-7
c1ccc(C[C@H]2CN=C(Nc3ccccc3)N2CCC2CCCC2)cc1,-5,-8,37,-4,2.8,7.1,-10,6,-19
Fc1cccc(CCN2CCNC[C@H]2Cc2cccc3ccccc23)c1,-14,3,68*,-4,2.2,2.7,0,26,21
O=C1CC(=O)Nc2cc(S(=O)(=O)NCc3cccs3)ccc2N1,-3,-3,1,-1,-0.1,0.5,-2,7,-20

# Whole records, quoted from the list:
# `CCCS(=O)(=O)N1CCCC(C(=O)Oc2ccc(C)c(C)c2)C1` (configuration not stated) across the screens: OXTR potentiator: -4; CHO parental Ca: -9; TAAR1 ag: -1; CHO-K1 Ca antag: 7; CHO-K1 Ca ag: 0.4; V1R ag counter: -0.5; CHRM1 agonist: -2; M1 PAM parental: 28; TAAR1 antagonist: -8
# `CCCCOc1ccc(C(=O)Nc2ccc(N3CCN(C(=O)C(C)C)CC3)cc2)cc1` across the screens: OXTR potentiator: -15; CHO parental Ca: -3; TAAR1 ag: 23; CHO-K1 Ca antag: -2; CHO-K1 Ca ag: 4.0; V1R ag counter: 2.1; CHRM1 agonist: 0; M1 PAM parental: 16; TAAR1 antagonist: 39

# Next part:
SMILES,OXTR potentiator,CHO parental Ca,TAAR1 ag,CHO-K1 Ca antag,CHO-K1 Ca ag,V1R ag counter,CHRM1 agonist,M1 PAM parental,TAAR1 antagonist
Cc1cccc(S(=O)(=O)Nc2nc3ccccc3nc2Nc2ccc3c(c2)OCO3)c1,-12,-3,1,-2,1.0,1.9,-2,23,1
Cc1cc(C(=O)Cn2nnc3ccccc3c2=O)c(C)n1-c1ccccc1F,-15,-12,7,-1,4.0,0.4,-2,8,17
COc1cccc(CNC(=O)CN(C)S(=O)(=O)c2ccc(Br)s2)c1,-4,-16,13,-17,4.1,2.0,3,15,15
CC(=O)c1cccc(OCC(=O)N(CCC2=CCCCC2)c2c(N)n(Cc3ccccc3)c(=O)[nH]c2=O)c1,/,/,9,-3,3.9,/,-6,3,0
COc1ccc(Cl)cc1C(=O)NCC(c1ccco1)N(C)C (configuration not stated),-3,-8,2,-25,3.3,-0.7,-11,13,-28
CC(C)NC(=O)N1Cc2cc(C(=O)NC3CCC3)nc(-c3cccc(-c4cncnc4)c3)c2[C@H]1CCO,/,/,4,-7,0.7,/,/,9,-7
CCN(CC)S(=O)(=O)N1CCC(C(=O)NCc2ccc3c(c2)OCO3)CC1,-5,-6,0,-2,0.5,1.9,-6,4,6
Cc1c(Cl)cccc1N1C(=O)c2ccccc2C1=O,4,1,-2,-18,-0.2,-0.8,-13,13,-12
Cc1ccc(/C(O)=C2\C(=O)C(=O)N(C)C2c2ccccc2)cc1 (configuration not stated),/,/,1,-6,0.0,/,-1,11,-16
Cc1cc(C(=O)Nc2ccccc2N2CCOCC2)ccc1[N+](=O)[O-],-6,-12,26,-16,1.1,-0.7,-4,20,4
CCOc1cccc(NC(=O)CSc2sc3c(O)cc(=O)[nH]c3c2C#N)c1,1,13,0,-4,-0.1,0.3,2,12,4
CC1CCCCC1NS(=O)(=O)c1ccc2c(c1)CCC(=O)N2 (configuration not stated),-7,-7,5,-18,0.4,-0.3,0,12,-7
Cc1ccc(C(=O)OCC(=O)NCC2CCCO2)c(C)c1 (configuration not stated),-9,-6,-1,1,0.1,-1.1,-1,2,-16
O=C(Oc1cccc2c(=O)[nH]ccc12)c1ccccc1,-7,-5,12,-6,1.2,3.0,0,12,-22
Cc1cc(Br)cn2c(Cc3ccccc3C(F)(F)F)c(-c3ccccc3)nc12,/,/,-1,-12,0.3,/,/,14,-3
COc1ccc([N+](=O)[O-])cc1NC(=O)C(C)Sc1nc(C)c(C)c(C)n1 (configuration not stated),-6,-23,0,17,-1.1,-0.6,-11,-14,-53
CCc1nccn1CCC(=O)N1CCCC(N2CCN(c3ccccc3F)CC2)C1 (configuration not stated),4,-11,4,-13,0.5,-0.1,-7,5,-10
Clc1ccc(-c2ccnc(Oc3ccc4ccccc4c3)n2)cc1,-14,16,8,-7,2.0,-0.6,-3,5,-13
COc1cccc(C(=O)N2CCN(C3CCC(c4ccccc4)CC3)CC2)c1OC (configuration not stated),-19,-19,1,-12,1.1,2.4,43*,2,2
